# TRHR PAM: qHTS for Small Molecule Agonists and Allosteric Enhancers of Human TRH Receptor: Primary Screen for Enhancers. Thyrotropin-releasing hormone receptor (Homo sapiens), P34981. TRHR cells, fluo-8 calcium fluorescence, EC20 TRH enhancement. enhancement, % at 2 µM. 360,000 tested, 0.66% active. AID 493056, 2011; in the data active means enhancement above about 30%; further: 0% is about no effect
#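 TRHR-expressing cells loaded with fluo-8 calcium dye were read kinetically (ex 480/em 530) during compound addition, then stimulated with an EC20 of TRH (10 nM final). Enhancement of the Gq-mediated intracellular calcium response was scored.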
# TrxR1 substrate: qHTS Assay for Substrates of Mammalian Selenoprotein Thioredoxin Reductase 1 (TrxR1): qHTS; Potency, µM (doses to about 114 µM), for the others: at the highest dose activity change, negative = substrate turnover; purified TrxR1 substrate turnover, NADPH consumption readout; Thioredoxin reductase 1, cytoplasmic (Rattus norvegicus), O89049; 390,000 tested, 0.01% active; further: potency means the concentration at half of the fitted maximal effect; on the % scale 0 is the no-effect control and ±100 the full control effect; nearly all actives have a fitted effect of over 50% in size
#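 Rat TrxR1, dispensed at 90 nM, was prereduced with 400 uM NADPH (final) for 5 min at ~22 deg C, then incubated with compound 15 min before 400 uM selenite. A first-read NADPH fluorescence drop versus no-compound background flagged substrates.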
# TrxR1 inh: qHTS Assay for Inhibitors of Mammalian Selenoprotein Thioredoxin Reductase 1 (TrxR1): qHTS; AID 588453, 2011; 390,000 tested, 1% active; recombinant rTrxR1, NADPH fluorescence consumption, selenite substrate; Potency, µM (titrated, usually from 114 µM), for inactives: at the top dose activity change, negative = inhibition, usual class: inhibitors; further: potency means the concentration at half of the fitted maximal effect; on the % scale 0 is the no-effect control and ±100 the full control effect; nearly all actives have a fitted effect of over 65% in size
#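 Rat TrxR1 (90 nM in the dispensed reagent) was pre-reduced with 400 uM NADPH for 5 min at room temperature, then incubated with compound for 15 min. After 400 uM selenite was added, NADPH fluorescence (Ex 340/Em 450 nm) was followed for 8 min.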
# Pin1 inhibitor: qHTS Assay to Find Inhibitors of Pin1. Peptidyl-prolyl cis-trans isomerase NIMA-interacting 1 (Homo sapiens), Q13526. AID 504891, 2011. Potency, µM (highest dose often 115 µM), inactives show top-dose activity, negative = inhibition, most hits filed as inhibitors. Pin1 FP peptide displacement, HiFluor488, 10 min. 390,000 tested, 0.009% active; active means well fitted inhibition curve with a large enough effect in the polarisation, with a control signal flat, not every such curve was filed as active; inconclusive means small, poorly fitted or top-dose-only effect, or effect the other way, or a change in a side signal; inactive means no such curve, though single readings can be large or run the other way; the % refers to the polarisation; further: potency means the concentration at half of the fitted maximal effect; on the % scale 0 is the no-effect control and ±100 the full control effect
# Target sequence (Q13526 whole entry, looked up): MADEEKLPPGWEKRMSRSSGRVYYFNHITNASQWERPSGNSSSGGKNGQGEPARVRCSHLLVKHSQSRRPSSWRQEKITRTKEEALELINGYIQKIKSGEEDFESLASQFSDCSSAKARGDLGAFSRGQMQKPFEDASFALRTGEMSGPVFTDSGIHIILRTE
# TRHR ag: qHTS for Small Molecule Agonists and Allosteric Enhancers of Human TRH Receptor: Primary Screen for Agonists; Thyrotropin-releasing hormone receptor (Homo sapiens), P34981; TRHR cells, calcium flux fluo-8, FDSS agonist mode; activation, % at 2 µM; 360,000 tested, 0.18% active; AID 493084, 2011; in the data active means activation above about 30%; further: 0% is about no effect
#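 Read-out: compound-evoked intracellular calcium rise in TRHR cells, fluo-8 dye, kinetic FDSS fluorescence at 1 s/cycle following a 10-cycle baseline. Cells cultured overnight before dye loading (30 min–1.5 h, RT).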
# D2 ag: HTS Assay for Allosteric Agonists of the Human D2 Dopamine Receptor: Primary Screen for Agonists; activation, % at 2 µM; AID 485358, 2010; 340,000 tested, 0.53% active; HEK293 T-REx D2 cells, calcium flux agonist mode; D(2) dopamine receptor (Homo sapiens), P14416;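 active means activation over 3 SD above normal in the single-dose calcium agonist read, cut at about 30% in these data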; further: 0% is about no effect
#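 Tetracycline-induced HEK293 T-REx cells with force-coupled D2 receptor, plated overnight at 30 C, loaded with no-wash calcium dye. After a 10 s baseline, compound was pin-added and calcium flux read kinetically for 180 s; calcium rises flagged agonists.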
# D2 antagonist: HTS Assay for Allosteric Antagonists of the Human D2 Dopamine Receptor: Primary Screen for Antagonists; HEK293 TREx D2 cells, calcium flux, dopamine EC80; inhibition, % at 10 µM; 340,000 tested, 2% active; in the data active means inhibition above about 30%; further: 0% is about no effect
#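 In this primary screen, negative modulation is detected by tracking calcium flux after an EC80 dopamine challenge in inducible HEK293 T-REx D2 cells preexposed to test compound for 180 s.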
# mIDH1 inhibitor: qHTS for Inhibitors of mutant isocitrate dehydrogenase 1 (IDH1): qHTS | 390,000 tested, 0.093% active | Isocitrate dehydrogenase [NADP] cytoplasmic (Homo sapiens), O75874 | IDH1-R132H enzyme, NADPH consumption, diaphorase/resazurin fluorescence | Potency, µM (top dose mostly 76.6 µM), for the others: at the highest dose activity change, negative = inhibition, usual class: inhibitors; further: potency means the concentration at half of the fitted maximal effect; on the % scale 0 is the no-effect control and ±100 the full control effect; nearly all actives have a fitted effect of over 65% in size
#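 IDH1-R132H (0.5 ug/mL dispensed) in pH 7.5 Tris buffer was preincubated 30 min with compound, then given a substrate mix of 0.016 mM NADPH and 2 mM alpha-KG for 80 min at room temperature; remaining NADPH was read by diaphorase/resazurin fluorescence.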
# USP1 inh: Inhibitors of USP1/UAF1: Primary Screen. Ubiquitin carboxyl-terminal hydrolase 1 (Homo sapiens), O94782. recombinant USP1/UAF1, Ub-Rhodamine cleavage fluorescence. Potency, µM (titrated, usually from 57.1 µM), inactives show at the highest dose activity change, negative = inhibition, actives largely listed as inhibitors. 390,000 tested, 0.23% active; further: potency means the concentration at half of the fitted maximal effect; on the % scale 0 is the no-effect control and ±100 the full control effect; nearly all actives have a fitted effect of over 60% in size; inactives centre near -12
# Target sequence (O94782 whole entry, looked up): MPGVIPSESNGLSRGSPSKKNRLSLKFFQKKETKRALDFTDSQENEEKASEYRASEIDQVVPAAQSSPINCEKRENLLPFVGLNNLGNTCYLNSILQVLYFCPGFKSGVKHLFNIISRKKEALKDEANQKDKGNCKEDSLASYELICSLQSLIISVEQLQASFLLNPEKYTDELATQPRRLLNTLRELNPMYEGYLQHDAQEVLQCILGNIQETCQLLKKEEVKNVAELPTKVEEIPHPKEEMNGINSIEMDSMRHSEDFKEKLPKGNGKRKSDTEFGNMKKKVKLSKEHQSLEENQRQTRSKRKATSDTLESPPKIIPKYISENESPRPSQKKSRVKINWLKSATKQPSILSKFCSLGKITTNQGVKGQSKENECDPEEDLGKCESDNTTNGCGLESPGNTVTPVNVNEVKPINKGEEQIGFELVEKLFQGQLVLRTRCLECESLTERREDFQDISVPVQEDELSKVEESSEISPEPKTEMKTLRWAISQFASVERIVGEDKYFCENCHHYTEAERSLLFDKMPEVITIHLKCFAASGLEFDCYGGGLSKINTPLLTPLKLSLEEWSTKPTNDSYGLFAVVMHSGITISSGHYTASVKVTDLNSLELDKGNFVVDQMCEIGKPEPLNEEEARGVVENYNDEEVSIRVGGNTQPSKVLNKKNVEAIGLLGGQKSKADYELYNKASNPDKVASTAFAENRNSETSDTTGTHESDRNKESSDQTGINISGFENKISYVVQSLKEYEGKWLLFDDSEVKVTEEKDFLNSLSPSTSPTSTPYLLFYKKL
#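 USP1/UAF1 complex (1 nM) preincubated 15 min at room temperature with compound, then Ub-Rho substrate (150 nM final) added. Kinetic fluorescence at 480/540 nm over 6 reads at 60 s intervals; 50 mM HEPES pH 7.8, 0.5 mM EDTA, 0.1 mg/ml BSA, 1 mM TCEP, 0.01% Tween-20.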
# The depositor's hits bear a star; ? = inconclusive; . = no result given; & = joins results of further samples; [ ] = another dose, or the depositor's remark. Unless noted, the call rests on the fitted dose curve; in most records, active means well fitted inhibition curve with a large enough effect; inconclusive means small, poorly fitted or top-dose-only effect; inactive means no such curve, though single readings can be large or run the other way.
SMILES,TRHR PAM,TrxR1 substrate,TrxR1 inh,Pin1 inhibitor,TRHR ag,D2 ag,D2 antagonist,mIDH1 inhibitor,USP1 inh
O=C(COC(=O)c1ccc(O)cc1O)Nc1ccc2ccccc2c1,-6,4%,26%,5%,0.2,0.2,0,5%,-23%
CC(NC(=O)CN(C)S(=O)(=O)c1ccc2c(c1)c(=O)n(C)c(=O)n2C)c1ccccc1 (stereo unspecified),-2&-3,-6%&11%,-6%&8%,1%&-1%,-0.9&-0.4,-1.0,.,7%&-14%,3%&-5%
Cc1cc(Br)cc2c1NC(=O)C2(c1c(C)n(C)n(-c2ccccc2)c1=O)c1c(C)n(C)n(-c2ccccc2)c1=O,-3,7%[57.1 µM],-1%[57.1 µM],6%,0.2,.,.,-1%,-19%
Cc1nc2ccc(S(=O)(=O)NCC(=O)N3CCC(C)CC3)cc2s1,-2,6%,27%,0%,0.8,.,.,2%,4%
O=C(Nc1nnc(-c2ccccc2SCc2ccccc2)s1)Nc1ccccc1F,-3,18%[57.1 µM],26%[57.1 µM],1%,0.1,1.7,-12,4%,-10%
COc1ccc(NC(=O)c2ccc(NC(=O)CCS(=O)(=O)c3cccs3)cc2)cc1,3&4,-8%&5%,-4%&15%,2%&4%,0.0&-0.6,0.9,2,5%&-1%,?
O=C(CCc1ccccc1)Nc1cc2c(cc1C(=O)O)OCCCO2,.,10%[57.1 µM],21%[57.1 µM],48%[activator],.,.,.,-2%,-9%
O=C(O)C1C2CCCCC2=C2CCCCC2C1C(=O)Nc1nccs1 (stereo unspecified),.,0%,-10%,-18%,.,.,.,0%,-12%
O=C(CNC(=O)c1ccccc1)NC1(C(=O)NC2CCCCC2)CCCCC1,53*,9%[57.1 µM],7%,7%,0.7,0.2,5,-7%,3%
COc1ccc(-n2nnnc2C2CCN(S(=O)(=O)c3ccc(NC(C)=O)cc3)CC2)cc1,6,-1%,11%,-10%,1.2,2.2,.,-4%,-12%
CC(=O)N1N=C(c2ccc(Br)cc2)OC1(C)CC(=O)Nc1ccccc1 (stereo unspecified),6,9%,4%,2%,0.7,1.0,4,-2%,-1%
O=C(Oc1cccc(NC(=O)c2cccs2)c1)c1cccc(S(=O)(=O)N2CCCC2)c1,5,3%,14%,40%[activator],0.5,0.7,-7,2%,-10%
O=C(CSc1nc(O)c(C2CCCCC2)c(=O)[nH]1)NCC1CCCO1 (stereo unspecified),-5,-4%,-8%,1%,-0.9,-0.5,19,-5%,-13%
O=C(NC(=O)c1ccccc1)OCC1CCCN2CCCCC12 (stereo unspecified),4,4%,13%,1%,0.1,0.5,6,15%,?
CC(=O)NC1C(=O)N=C(SCc2ccccc2)NC1=O (stereo unspecified),1,9%[57.1 µM],14%[57.1 µM],-5%,-0.2,-1.3,16,-2%,-17%
COC(=O)c1[nH]c2ccc(C)cc2c1NC(=O)c1ccccc1[N+](=O)[O-],-1,-1%,8%,18%,0.0,0.1,-4,1%,-2%
CC(C)c1ccc(/C=N/Nc2cc(N3CCOCC3)nc(N3CCOCC3)n2)cc1,1,-8%,-5%,-1%,-0.3,0.1,-6,5%,-8%
CC(C)c1nc(N2CCOCC2)c(C#N)c2c1CCCC2,-4,47%[activator],-2%,-5%,0.3,0.3,-6,?,-23%
CCN(CC)S(=O)(=O)c1cc(NC(=O)Cc2n[nH]c(=O)c3ccccc23)ccc1C,-3,3%,19%,-4%,-1.2,-1.9,-11,10%,-23%
O=C(CCN1C(=O)c2ccccc2C1=O)NCc1ccc(Cl)cc1,-3,-11%,8%[57.1 µM],1%,-0.1,-0.1,-10,-3%,1%
Cc1cc(C)n(-c2nncc(-c3ccccc3)n2)n1,4,0%,6%,2%,-2.2,-1.3,-2,1%,-23%
O=C(CSc1ccccc1)NC1=NCCS1,2,0%,15%,3%,0.1,0.0,5,8%,-13%
COc1ccc2ccccc2c1-c1csc(N)n1,16,-3%,18%,-7%,0.7,-1.9,-26,-6%,-10%
N#C/C(=C(/O)COC(=O)Cc1c[nH]c2ccccc12)c1nc2ccccc2[nH]1,7,-9%,-9%,?,0.8,0.1,-15,-3%,-8%
CNc1nc2cccnc2s1,6,-5%,17%,3%,-0.4,-0.9,10,-7%,-6%
CCOC(=O)N1CCN(CC(O)COc2cc(C)cc(C)c2)CC1 (stereo unspecified),8,-2%,4%,0%,-0.4,2.0,-8,0%,0%
COc1ccc(N(C)S(=O)(=O)c2cccc(C(=O)Nc3ccc(OC)nc3)c2)cc1,-3,.,.,.,-0.1,-0.5,-11,.,.
O=C(OCCOc1ccc(Br)cc1)c1ccc(Cl)nc1,0,-1%[57.1 µM],7%[57.1 µM],-7%,-1.1,0.4,-3,17%,-19%
O=C(c1ccc2c(c1)OCO2)N1CCCC1,5,11%,20%,-5%,-0.3,0.9,-9,8%,-14%
COc1ccc(Cl)cc1NC(=O)c1cc(C)nn1-c1ccccc1,1,2%,27%,4%,-0.5,-1.7,.,.,?
CSc1ncccc1C(=O)NCC(=O)Nc1ccc(F)c(F)c1,-5,-9%,-10%,1%,0.4,0.3,-17,2%,-13%
CCOc1ccc(N2CC(NC(=O)CCc3ccccc3)CC2=O)cc1 (stereo unspecified),0,0%[57.1 µM],16%[57.1 µM],-1%,0.2,.,.,-3%,-24%
CC1=C(C)CC(C(=O)NCCc2ccc(F)cc2)C(C(=O)O)C1 (stereo unspecified),-1,-6%,2%,1%,-0.1,0.1,-15,5%,-15%
O=C(c1ccc(O)cc1)c1ccc(C(=O)c2ccc(O)cc2)cc1,7&-6,-10%,-5%,7%,0.1&-0.3,1.5,22,-2%,-15%
CC(NC(=O)c1cccnc1)C(c1cccs1)N1CCN(C)CC1 (stereo unspecified),8,5%[57.1 µM],0%[57.1 µM],-6%,0.3,1.8,-12,-2%,-8%
Cc1ccccc1NC1=NC2(CCCC2)N=C(N)N1,-15,-3%,16%,-1%,-0.4,2.4,-7,-3%,-20%
O=C(NNC(=O)c1cccc2ccccc12)c1ccc(-c2ccccc2)cc1,5,15%,-3%,-1%,-0.2,-1.3,-3,1%,-19%
O=C(Cc1ccccc1)Nc1ccc(NC(=O)c2ccco2)cc1,0,2%,18%,2%,0.0,0.5,3,-6%,-11%
CCn1c(=O)c2cc(C(=O)Nc3cc(F)ccc3F)sc2c2ccccc21,9,6%,3%,4%,0.9,0.9,.,14%,-12%
CCn1ncc(Br)c1C(=O)Nc1cccc(C(C)=O)c1,15,9%,19%,-9%,0.2,0.0,16,4%,-19%

# TRHR PAM, hit marks shown above
molecule | TRHR PAM | TrxR1 substrate | TrxR1 inh | Pin1 inhibitor | TRHR ag | D2 antagonist | mIDH1 inhibitor | USP1 inh
O=C(CNC(=O)c1ccccc1)NC1(C(=O)NC2CCCCC2)CCCCC1 | 53* | 9%[57.1 µM] | 7% | 7% | 0.7 | 5 | -7% | 3%

# (next part)
SMILES,TRHR PAM,TrxR1 substrate,TrxR1 inh,Pin1 inhibitor,TRHR ag,D2 ag,D2 antagonist,mIDH1 inhibitor,USP1 inh
Cc1cccc(CCNC(=O)CCS(=O)(=O)c2ccc3nc(C)sc3c2)c1,1,8%[57.1 µM],18%[57.1 µM],-3%,-0.2,-0.3,-25,0%,-12%
CN(C(=O)c1ccc(NC(=O)Cc2ccc(NC(=O)C3CCN(C(=O)C4CC4)CC3)cc2)cc1)C1CCCC1,.,-3%,4%,6%,.,.,.,-3%,3%
CCN(CC)CCn1c(NCc2cc(OC)ccc2OC)nc2ccccc21,-4,-5%,0%,1%,1.6,-1.6,14,6%,-10%
CC(C)CN1CCN(Cc2nc(C(C)C)cs2)CC1CCO (stereo unspecified),-4,-9%,5%[57.1 µM],-15%,0.0,-1.1,6,-2%,0%
O=C1CN(CC(=O)N2CCCCC2)c2ccccc2O1,5,0%,25µM*,3%,-0.2,0.7,-20,5%,?
CCOc1ccc(CCNC(=O)C(C)n2nc(C)c3c(C)n(-c4ccccc4)nc3c2=O)cc1 (stereo unspecified),2,-3%,-4%,2%,0.0,-0.8,15,-3%,-15%
Brc1ccc(OCCCCCN2CCOCC2)cc1,1,4%[57.1 µM],14%[57.1 µM],2%,0.5,1.0,26,1%,-14%
COc1ccc(-n2nnnc2SCC(=O)c2ccc(OC)c(OC)c2)cc1,2,-1%,-10%,?,0.2,-0.2,11,0%,-19%
COc1ccccc1C(=O)Nc1ccc2nc(SCCOc3ccccc3C)sc2c1,10,26%,34%[activator],7%,-1.2,-1.9,.,-4%,-7%

# Ordered by molecular weight (low to high): some entries from above
SMILES,TRHR PAM,TrxR1 substrate,TrxR1 inh,Pin1 inhibitor,TRHR ag,D2 ag,D2 antagonist,mIDH1 inhibitor,USP1 inh
CC(C)CN1CCN(Cc2nc(C(C)C)cs2)CC1CCO (stereo unspecified),-4,-9%,5%[57.1 µM],-15%,0.0,-1.1,6,-2%,0%
CCN(CC)CCn1c(NCc2cc(OC)ccc2OC)nc2ccccc21,-4,-5%,0%,1%,1.6,-1.6,14,6%,-10%
CCOc1ccc(CCNC(=O)C(C)n2nc(C)c3c(C)n(-c4ccccc4)nc3c2=O)cc1 (stereo unspecified),2,-3%,-4%,2%,0.0,-0.8,15,-3%,-15%

# A portion of the library; count on the stated rates, not on these rows.
